esBAF inh – inhibitors of esBAF chromatin remodeling in mouse ES cells. Bmi1-luciferase knock-in reporter, 24 h; 100% = twice the neutral-well signal. reporter increase, % at 12.5 µM. 350,000 tested, 2% active; in the data active = activation above about 40%; inconclusive = no clear call, values can overlap the other calls;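 also: 0% = median of the plate's neutral control wells and 100% = double that signal; a rise in the Bmi1 reporter signal indicates esBAF inhibition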
Statin myotox sup – suppressors of simvastatin-induced myotoxicity in C2C12 myotubes; ATP luminescence, 48 h; scaled: DMSO 0, geranylgeraniol control 100; 330,000 tested, 0.78% active; rescue of ATP level, % at 7.49 µM;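 active = mean ATP rescue above about 67%, or every replicate alone reaching that limit, limit read from the data, passing the limit was not always enough; inconclusive = no clear call, values can overlap the other calls; inactive = mean under the limit and some replicate under it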;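 also: myotubes were challenged with 10 µM simvastatin during compound exposure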
ARNT TACC3 PPI – ARNT/TACC3 interaction disruption; Q9Y6A5; AlphaScreen His-ARNT PAS-B/GST-TACC3 binding, luminescence; TACC3 fragment carries E629A point mutation; inhibition, % at 9.99 µM; 390,000 tested, 0.66% active;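 active = mean inhibition of replicates at least 50% and at least half of replicates each reaching 50%; inconclusive = half or more replicates reach 50% but mean below 50%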;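 also: 0% = complete ARNT plus TACC3 wells and 100% = ARNT alone without TACC3; many hits fall short of the cut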
Cneo AK release – Cryptococcus neoformans lysis via adenylate kinase release; C. neoformans lysis, adenylate kinase release luminescence, 4 h; normalised: neutral wells 0, clomiphene wells 100; lysis activity, % at 15 µM; 360,000 tested, 0.2% active;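 active = mean lysis activity across replicates of at least 80%, whatever share of replicates individually reach that level; inactive = mean lysis activity below 80%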
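Test system: log-phase Cryptococcus neoformans yeast cells; Quantity: yeast cell density of 5 × 10^6 cells/mL; Buffer or medium: YPD; Doses: single compound concentration per well; Timing: 4 h at 37 °C static, read 1 h later; Measured by: AK luminescence; Read-out basis: lysis from increased AK signal; Control set: Clomiphene as positive control.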
ERp5 inh – ERp5 (human) disulfide isomerase inhibition; AID 651711; ERp5 insulin aggregation, absorbance 650 nm, 90 min; 350,000 tested, 0.05% active; Q15084; inhibition, % at 9.99 µM;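 active = mean replicate inhibition above about 25%, with every replicate also reaching it, limit read from the data, passing the limit was not always enough; inconclusive = only one of those two criteria met; inactive = neither criterion met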
Target sequence (Q15084 whole entry, looked up): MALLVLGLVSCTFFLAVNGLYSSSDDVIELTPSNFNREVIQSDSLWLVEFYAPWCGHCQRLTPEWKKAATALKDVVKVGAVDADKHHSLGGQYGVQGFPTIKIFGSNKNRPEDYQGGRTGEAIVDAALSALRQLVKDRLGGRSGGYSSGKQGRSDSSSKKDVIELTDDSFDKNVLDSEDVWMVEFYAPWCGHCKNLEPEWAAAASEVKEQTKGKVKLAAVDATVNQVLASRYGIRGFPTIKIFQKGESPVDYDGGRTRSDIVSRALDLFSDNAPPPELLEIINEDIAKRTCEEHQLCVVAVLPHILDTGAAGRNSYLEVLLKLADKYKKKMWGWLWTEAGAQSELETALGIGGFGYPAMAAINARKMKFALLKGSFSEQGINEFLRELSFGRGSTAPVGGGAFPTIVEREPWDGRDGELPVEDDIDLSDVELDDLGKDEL
SIRT5 inh – inhibitors of human sirtuin-5 desuccinylase; Q9NXA8; Purified SirT5, succinyl-peptide AMC, trypsin-coupled fluorescence; inhibition, % at 15 µM; 330,000 tested, 1.1% active; AID 652115; in the data active = inhibition above about 15%; inconclusive = no clear call, values can overlap the other calls
Target sequence (Q9NXA8 whole entry, looked up): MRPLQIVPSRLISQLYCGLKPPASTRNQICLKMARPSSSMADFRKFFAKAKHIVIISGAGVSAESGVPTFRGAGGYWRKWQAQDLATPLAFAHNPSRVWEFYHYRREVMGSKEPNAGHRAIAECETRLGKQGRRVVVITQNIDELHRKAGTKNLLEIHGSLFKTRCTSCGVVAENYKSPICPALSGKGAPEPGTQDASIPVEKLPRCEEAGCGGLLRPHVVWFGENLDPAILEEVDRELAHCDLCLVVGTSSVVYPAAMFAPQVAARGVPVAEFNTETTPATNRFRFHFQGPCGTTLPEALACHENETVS
miR-122 sensor – miR-122 inhibition in Huh7 cells; Huh7 miR-122 Renilla luciferase sensor, 48 h; neutral wells = 0, positive control = 100; activation (reporter increase), % at 12.5 µM; 340,000 tested, 0.3% active; AID 602342;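 active = mean replicate activation score at least 90 and every replicate individually at or above 90; inconclusive = only one of the two criteria met; inactive = neither criterion met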;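 also: higher luciferase means less miR-122 activity so hits act as miR-122 inhibitors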
Active calls of the source: *; & = joins results of further samples; [ ] = another dose, or the depositor's remark.

How did CCC(C(=O)OCC(=O)c1ccc2c(c1)NC(=O)CO2)c1ccccc1 (stereo not drawn) do in these assays?
esBAF inh: 5; Statin myotox sup: 4; ARNT TACC3 PPI: 3; Cneo AK release: 0; ERp5 inh: -11; SIRT5 inh: 0; miR-122 sensor: 0

Results for Cn1c(NC(=O)c2ccc(C(C)(C)C)cc2)cc(=O)n(C)c1=O ?
esBAF inh: 21; Statin myotox sup: 9; ARNT TACC3 PPI: 1; Cneo AK release: -1; ERp5 inh: 4; SIRT5 inh: -3; miR-122 sensor: -1

Results for COC(=O)c1ccc(COc2ccc(Cl)cc2)o1 ?
esBAF inh: 30; Statin myotox sup: -1; ARNT TACC3 PPI: -10; Cneo AK release: 2; ERp5 inh: 6; SIRT5 inh: 1; miR-122 sensor: -13

Results for CN1C(=O)c2cc(NC(=O)c3ccccc3Cl)ccc2OC[C@H]2O[C@@H](CC(=O)NCC(F)(F)F)CC[C@H]21 ?
esBAF inh: 5; Statin myotox sup: 12; ARNT TACC3 PPI: -5; Cneo AK release: 25; ERp5 inh: -2; SIRT5 inh: 0

How did OC[C@H]1O[C@@H](n2cnc3c(Nc4ccccc4)ncnc32)[C@H](O)[C@@H]1O do in these assays?
esBAF inh: 36; Statin myotox sup: 11; ARNT TACC3 PPI: -4; Cneo AK release: -2; ERp5 inh: -3; SIRT5 inh: 0; miR-122 sensor: 2

Results for Cc1cc2cc(CNC(=O)Cc3cccs3)ccc2n1C ?
esBAF inh: -5; Statin myotox sup: -4; Cneo AK release: 1; miR-122 sensor: 0

Results for COc1ccc(C2(C)NC(=O)N(CC(=O)c3cc(C)n(C4CC4)c3C)C2=O)cc1OC (stereo not drawn) ?
esBAF inh: -10; Statin myotox sup: -8; ARNT TACC3 PPI: 4; Cneo AK release: -1; ERp5 inh: -4; SIRT5 inh: -1; miR-122 sensor: 5

Results for CC(=O)C1=C(C)Nc2cc(C(F)(F)F)ccc2S1 ?
esBAF inh: -44; ARNT TACC3 PPI: 8; Cneo AK release: 1; miR-122 sensor: 48

What do the screens show for `O=C(O)C1C2C=CC3(CN(C4CCCC4)C(=O)C13)O2` (stereo not drawn)?
esBAF inh: 6; Statin myotox sup: -1; Cneo AK release: 1; ERp5 inh: 7; miR-122 sensor: -3

How did COCCN(C(=O)COC(=O)/C=C/c1ccccc1Cl)c1c(N)n(Cc2ccccc2)c(=O)[nH]c1=O do in these assays?
ARNT TACC3 PPI: 10; Cneo AK release: 8; ERp5 inh: -9; SIRT5 inh: 3

What do the screens show for `CCN(CC)S(=O)(=O)c1ccc(/C=C/C(=O)OCC(=O)NNC(=O)c2ccc(OC)cc2)cc1`?
esBAF inh: -2; Statin myotox sup: -3; ARNT TACC3 PPI: -16; Cneo AK release: -2; ERp5 inh: 3; SIRT5 inh: -3

Results for C/C=C/c1cccc(-c2nc(C(=O)NCc3ccccc3)cc3c2[C@@H](CCO)N([S@](=O)C(C)(C)C)C3)c1 ?
esBAF inh: 4; Statin myotox sup: -33; ARNT TACC3 PPI: 15; Cneo AK release: 3; ERp5 inh: -4

How did CC(C)N(Cc1nc(COc2ccccc2)no1)Cc1nccn1C do in these assays?
esBAF inh: 3; Statin myotox sup: 1; ARNT TACC3 PPI: 14; ERp5 inh: 0; SIRT5 inh: 0; miR-122 sensor: 2

What do the screens show for `O=C1CC(C(=O)Nc2cccc(F)c2)n2c(nc3ccccc32)N1` (stereo not drawn)?
esBAF inh: 3; Statin myotox sup: 19; ARNT TACC3 PPI: -3; Cneo AK release: -1; ERp5 inh: -2; SIRT5 inh: 0; miR-122 sensor: 2

What do the screens show for `CC(Cc1cccs1)NC(=O)Nc1ccccc1` (stereo not drawn)?
esBAF inh: 36; Statin myotox sup: 0; ARNT TACC3 PPI: 2; Cneo AK release: 0; miR-122 sensor: -5

What do the screens show for `NC(=O)C(=O)N/N=C1\CCc2ccccc21`?
esBAF inh: 48*; Statin myotox sup: 5; ARNT TACC3 PPI: -2; Cneo AK release: 2; ERp5 inh: 1; SIRT5 inh: 1; miR-122 sensor: 9

What do the screens show for `CC(C)Oc1ccc(N2CC(C(=O)NC3=NCCS3)CC2=O)cc1` (stereo not drawn)?
ARNT TACC3 PPI: 0; ERp5 inh: -2; SIRT5 inh: 0

How did Fc1ccc(-c2nnc3ccccn23)cc1 do in these assays?
esBAF inh: 2; Statin myotox sup: -7; ARNT TACC3 PPI: 4; ERp5 inh: -5; SIRT5 inh: 1; miR-122 sensor: 19

Results for CCOc1ccc(CCNS(=O)(=O)c2ccc(-c3ccc(=O)[nH]n3)o2)cc1OCC ?
esBAF inh: -2; Statin myotox sup: 13; ARNT TACC3 PPI: -4; Cneo AK release: 2; ERp5 inh: -6; SIRT5 inh: 0; miR-122 sensor: -3

Results for C[C@H](CO)N1C[C@H](C)[C@H](CN(C)S(=O)(=O)c2cccc(F)c2)Oc2ncc(C#Cc3ccc(F)cc3)cc2C1=O ?
esBAF inh: 2; Statin myotox sup: 39; Cneo AK release: -1; ERp5 inh: -1; SIRT5 inh: -1; miR-122 sensor: -10[16.7 µM]

What do the screens show for `C=CCNc1nc(NCc2ccccc2)nc(OCC)n1`?
esBAF inh: -1; Statin myotox sup: 12; ARNT TACC3 PPI: -15; Cneo AK release: 2; ERp5 inh: 2; SIRT5 inh: -1; miR-122 sensor: -2

What do the screens show for `CCN(CC(=O)Nc1ccc2c(c1)OCCO2)CC(=O)Nc1ccc2c(c1)OCO2`?
ARNT TACC3 PPI: 3; ERp5 inh: 0; SIRT5 inh: 9

What do the screens show for `COc1ccccc1OCCC(=O)NNC(=O)c1ccccc1F`?
esBAF inh: 10; Statin myotox sup: 6; Cneo AK release: -1; ERp5 inh: -4; SIRT5 inh: -2

What do the screens show for `CCCN(CC(=O)Nc1ccccc1C)C(=O)Cc1c(C)nc2ccccc2c1C`?
esBAF inh: -11; Statin myotox sup: 8; ARNT TACC3 PPI: 6; Cneo AK release: 1; ERp5 inh: -18; SIRT5 inh: 0; miR-122 sensor: 6

Results for CN(C)S(=O)(=O)c1ccc(NC(=O)Cn2ccsc2=N)cc1 ?
esBAF inh: -2; Statin myotox sup: 13; ARNT TACC3 PPI: 1; Cneo AK release: 1; ERp5 inh: -8; SIRT5 inh: -4; miR-122 sensor: 6

How did COc1ccc(NC(C)=O)cc1NC(C)C(=O)Nc1cc(C(F)(F)F)ccc1N1CCOCC1 (stereo not drawn) do in these assays?
ARNT TACC3 PPI: -1; Cneo AK release: -1; ERp5 inh: -2; SIRT5 inh: 0; miR-122 sensor: inconclusive

How did O=C(CCCn1c(=O)c2ccccc2n(CC(=O)NCc2ccco2)c1=O)NCc1ccco1 do in these assays?
esBAF inh: 5; Statin myotox sup: -4; ARNT TACC3 PPI: -3; Cneo AK release: -4; miR-122 sensor: -1

What do the screens show for `Cc1cc(N2CCCC(C(=O)Nc3cccc4ccccc34)C2)n2ncnc2n1` (stereo not drawn)?
esBAF inh: 7; Statin myotox sup: 1; ARNT TACC3 PPI: 6; Cneo AK release: -1; ERp5 inh: -5; SIRT5 inh: -27; miR-122 sensor: -2

What do the screens show for `C[C@@H]1CN([C@@H](C)CO)C(=O)c2cc(N(C)C)ccc2O[C@@H]1CN(C)S(=O)(=O)c1ccc(Cl)cc1`?
esBAF inh: 2; Statin myotox sup: -1; Cneo AK release: -2; ERp5 inh: -1; SIRT5 inh: 0; miR-122 sensor: 44[16.7 µM]

Results for O=C(C1=C[C@@H](C2CCCCC2)C[C@@H](OCc2ccc(CO)cc2)O1)N1CCN(Cc2ccccc2)CC1 ?
esBAF inh: 7; Statin myotox sup: -3; ARNT TACC3 PPI: 4&4; Cneo AK release: 51&-1; ERp5 inh: -1&5; SIRT5 inh: -1&-2; miR-122 sensor: -12

What do the screens show for `Cc1ccc(C)c(OCCC(=O)Nc2ccccc2C(=O)NC2CC2)c1`?
esBAF inh: 4; Statin myotox sup: -2; ERp5 inh: 3; SIRT5 inh: -1; miR-122 sensor: -6

What do the screens show for `C[C@@H]1CCCCO[C@H](CN(C)C(=O)CCC(F)(F)F)[C@@H](C)CN([C@@H](C)CO)C(=O)c2cc(NS(=O)(=O)c3ccccc3)ccc2O1`?
esBAF inh: 6; ARNT TACC3 PPI: 0; Cneo AK release: 8; ERp5 inh: 1; SIRT5 inh: 7; miR-122 sensor: 4[16.7 µM]

How did CO[C@@H](CN(C)S(=O)(=O)c1ccc(C)cc1)[C@@H](C)CN([C@H](C)CO)S(=O)(=O)c1cccc(Cl)c1 do in these assays?
esBAF inh: 0; Statin myotox sup: -6; ARNT TACC3 PPI: 4; Cneo AK release: -4; ERp5 inh: 5; SIRT5 inh: 4

Results for CCOC(=O)c1ccc(S(=O)(=O)NNC(=O)COc2cccc(C)c2)cc1 ?
esBAF inh: -6; Statin myotox sup: 2; ARNT TACC3 PPI: -3; Cneo AK release: -1; ERp5 inh: -2; SIRT5 inh: 6; miR-122 sensor: 1

What do the screens show for `CCN1CCN(C(=O)C2CCN(S(=O)(=O)N3CCC4(CC3)OCCO4)CC2)CC1`?
esBAF inh: -3; Statin myotox sup: 5; ARNT TACC3 PPI: -4; Cneo AK release: -1; ERp5 inh: 3; SIRT5 inh: -1; miR-122 sensor: 0

Results for COc1cc(OC)c(C2C(C#N)=C(N)OC3=C2C(=O)CC(C)C3)cc1OC (stereo not drawn) ?
esBAF inh: 7; Statin myotox sup: 0; ARNT TACC3 PPI: 2; ERp5 inh: 7; SIRT5 inh: -1; miR-122 sensor: -3

How did CCc1cccc(C)c1NC(=O)COC(=O)CSCc1ccccc1 do in these assays?
esBAF inh: -3; Statin myotox sup: 4; ARNT TACC3 PPI: -2; Cneo AK release: -2; ERp5 inh: -1

What do the screens show for `O=C(O)C[C@H]1C[C@@H]2c3cc(NS(=O)(=O)c4ccc(F)cc4)ccc3O[C@@H]2[C@@H](CO)O1`?
esBAF inh: 1; Statin myotox sup: 2; ARNT TACC3 PPI: -4; Cneo AK release: 10; ERp5 inh: 0; SIRT5 inh: -3; miR-122 sensor: -5[16.7 µM]

Results for O=C(N[C@H]1CC[C@@H](CC(=O)N2CCc3ccccc3C2)O[C@@H]1CO)C1CCOCC1 ?
esBAF inh: -8; Statin myotox sup: -1; Cneo AK release: -2; ERp5 inh: 0; miR-122 sensor: -7[16.7 µM]

Results for CCCCn1c(=O)[nH]c(=O)c2c1nc(-c1ccc(OCCC)c(OCC)c1)n2C ?
esBAF inh: -2; Statin myotox sup: 2; ARNT TACC3 PPI: -3; Cneo AK release: 5; ERp5 inh: -3; SIRT5 inh: -9; miR-122 sensor: -2

What do the screens show for `Cc1csc(NC(=O)c2cccc(Cn3nc(C)c(Br)c3C)c2)n1`?
esBAF inh: inconclusive; Statin myotox sup: 8; ARNT TACC3 PPI: 6; Cneo AK release: -1; miR-122 sensor: 9

How did Cc1noc(C)c1S(=O)(=O)NCCc1ccc(S(N)(=O)=O)cc1 do in these assays?
esBAF inh: -5; Statin myotox sup: 2; ARNT TACC3 PPI: 16; Cneo AK release: 1; miR-122 sensor: -7

What do the screens show for `CN(C)CCC1(c2ccccc2)CCN(C)C1=O` (stereo not drawn)?
esBAF inh: 3; Statin myotox sup: 6; Cneo AK release: -1; ERp5 inh: 2; miR-122 sensor: -6

In the list so far, these contain a tert-butyl group:
Results for Cn1c(NC(=O)c2ccc(C(C)(C)C)cc2)cc(=O)n(C)c1=O ?
esBAF inh: 21; Statin myotox sup: 9; ARNT TACC3 PPI: 1; Cneo AK release: -1; ERp5 inh: 4; SIRT5 inh: -3; miR-122 sensor: -1

Results for C/C=C/c1cccc(-c2nc(C(=O)NCc3ccccc3)cc3c2[C@@H](CCO)N([S@](=O)C(C)(C)C)C3)c1 ?
esBAF inh: 4; Statin myotox sup: -33; ARNT TACC3 PPI: 15; Cneo AK release: 3; ERp5 inh: -4
